# human PMI inhibition: inhibitors of human PMI, primary screen, biochemical, fluorescence intensity, coupled assay (AID 1209); purified PMI enzyme, coupled fluorescence intensity; higher % means a stronger effect; inhibition, % at 20 µM, or IC50 in µM where a hit was titrated; actives 0.42% (n = 190,000);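 note: plate controls were DMSO vehicle for no effect and wells lacking substrate for full effect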
# RSV CPE inhibition: RSV antiviral activity via CPE protection, HEp-2 cells, primary 10 µM value included (AID 2391) | HEp-2 cells, RSV-induced CPE inhibition; higher % means a stronger effect | CPE inhibition, % at 10 µM, or IC50 in µM where a hit was titrated | actives 0.13% (n = 310,000); in the data active = a potency from the dose series; note: strong numbers were not always called active
# human PMI inhibitors: human PMI inhibitors, high substrate, primary screen, biochemical, fluorescence intensity, high mannose 6-phosphate (AID 1220) | recombinant PMI enzyme, coupled fluorescence intensity; higher % means a stronger effect | actives 0.66% (n = 190,000) | one-dose inhibition, % at 20 µM; IC50 in µM for titrated hits | Mannose-6-phosphate isomerase (Homo sapiens)
# Siah-1 displacement: Siah-1 peptide-binding antagonists, primary screen, biochemical, fluorescence polarization, rhodamine-plectin, uHTS (AID 1817). actives 0.02% (n = 290,000). displacement, % at 20 µM; hits with a dose series show IC50 in µM. Siah-1 / rhodamine-plectin peptide fluorescence polarization; higher % means a stronger effect. E3 ubiquitin-protein ligase SIAH1 (Homo sapiens);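 active = displacement of at least 50% at 20 µM, with a fluorescence ratio check between 0.3 and a set limit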;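 note: plate controls were Siah plus tracer with DMSO for no effect and tracer alone without Siah for full effect; strong numbers were not always called active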
# Myeloid diff MLP: induction of myeloid progenitor differentiation, primary screen, cell-based, flow cytometry, MLPCN library. ER-HoxA9 myeloid progenitors, lysozyme-GFP differentiation. calls only at 10 µM. actives 1% (n = 360,000). AID 624256, 2012;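 active = normalized GFP-positive differentiation at or above the plate's own cutoff, the solvent-only control mean plus 3 SD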;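 note: cells exposed to compound for four days before flow analysis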
# PhoP inhibition: inhibitors of PhoP regulon expression, primary screen, Salmonella Typhimurium, GFP reporter (AID 1863); S. Typhimurium PhoP-regulated promoter GFP reporter, 4 h; higher % means a stronger effect; one-dose inhibition, % at 50 µM; IC50 in µM for titrated hits; actives 0.16% (n = 300,000);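 active = inhibition over 29.93%, a cutoff 3 SD above the screen mean, later confirmed by dose response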;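 note: 0% = low Mg2+ inducing control and 100% = high Mg2+ repressing control; strong numbers were not always called active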
# WT yeast gro inh: growth inhibition of WT strain, primary screen, mitochondrial fusion inhibitor project, WT and mutant strains, chemical genetic; mitochondrial fusion phenotypic screen; inhibition, % at 10 µM; actives 2.1% (n = 190,000); AID 1362, 2008; in the data active = inhibition above about 58%; tested in S. cerevisiae
# XIAP displacement: XIAP antagonists, biochemical, IAP family, fluorescence polarization (AID 1018) | E3 ubiquitin-protein ligase XIAP (Homo sapiens) | XIAP BIR domain, fluorescence polarization peptide displacement; higher % means a stronger effect | displacement, % at 20 µM; hits with a dose series show IC50 in µM | actives 0.007% (n = 200,000); in the data active = displacement above about 50%; note: a part of the inactive calls stands beside numbers as strong as those of hits
# TNAP activators: human TNAP enzyme activators, primary screen, biochemical, luminescent, no phosphate acceptor, uHTS (AID 1001). Alkaline phosphatase, tissue-nonspecific isozyme (Homo sapiens). one-dose activation fold at 20 µM; EC50 in µM for titrated hits. purified TNAP, luminescent activation assay, no phosphate acceptor; higher activation fold means a stronger effect. actives 0.03% (n = 200,000); in the data active = activation fold from about 3, or a potency from the dose series; inactive = the rest, 99 in 100 with activation fold below about 1.6; note: many of its hits are not listed in these tables
# WT yeast gro inh mutant strain: also measured in WT yeast gro inh; calls as there; inhibition, %; mitochondrial fusion phenotypic screen, mutant strain inhibition
# Myeloid diff MLP GFP+ MAC1+ %: recorded beside Myeloid diff MLP, whose call it bears; GFP+ MAC1+ double positive, %; measured here: differentiation confirmed by MAC1 staining
# * hit, by the source's call; i = inactive; · = no result given; + = active, no number. Cut-off read from the data, not from the text of the source, unless noted: active = inhibition above about 50%; inactive = the rest.
item	compound	Siah-1 displacement	Myeloid diff MLP	human PMI inhibitors	XIAP displacement	WT yeast gro inh	TNAP activators	WT yeast gro inh mutant strain	human PMI inhibition	Myeloid diff MLP GFP+ MAC1+ %	PhoP inhibition	RSV CPE inhibition
1	Cc1cc(C)c2c(N)c(C(=O)Nc3ccc([N+](=O)[O-])cc3)sc2n1	10%	i	·	·	·	·	·	·	0.1	-2%	5.8%
2	CCn1c(C)c(C)c2cc(C(=O)NCCCN3CCCCC3)ccc21	-1%	i	·	·	·	·	·	·	1.9	-1%	-1.5%
3	N#CC12CCCCC1CC1CCCCC1(C#N)N2CCO (stereo unspecified)	2%	i	0%	2.1%	2	1.2	20	-5%	0.9	-2%	12%
4	Cc1cc(C)c(NC(=O)c2cccc(NC(=O)c3ccco3)c2)c(C)c1	2%	i	·	·	·	·	·	·	0.3	-5%	2.6%
5	CCN1C(=O)/C(=C\c2ccncc2)SC1=S	3%	i	·	·	·	·	·	·	0.2	-1%	0.5%
6	COc1ccc(/C=C2\SC(=S)N(CC(=O)NNC(=O)c3ccncc3)C2=O)cc1	15%	i	7%	-13%	2	2	8	-9%	0.1	-5%	0.5%
7	CCC(=O)N1CCc2cc(Br)cc(S(=O)(=O)N3CCN(C(=O)c4ccco4)CC3)c21	0%	i	0%	-5.2%	2	1	-3	6%	1.3	-5%	2.0%
8	CC(C)[C@H](NC(=O)c1ccccc1)C(=O)NCCc1ccccc1	-4%	i	·	·	·	·	·	·	0.6	-2%	3.0%
9	CCOc1ccc2nc(/N=C/c3nc(-c4ccccc4)oc3O)sc2c1	2%	i	8%	-3.7%	-4	1.2	-11	22%	0.8	-30%	4.2%
10	Cc1ccccc1CO/N=C/c1[nH]ncc1Br	-3%	i	·	·	·	·	·	·	0.1	21%	3.3%

# A few values from the list.
# Under PhoP inhibition, CC(C)[C@H](NC(=O)c1ccccc1)C(=O)NCCc1ccccc1 has -2%
# Under RSV CPE inhibition, CCn1c(C)c(C)c2cc(C(=O)NCCCN3CCCCC3)ccc21 has -1.5%
# Under WT yeast gro inh, CCOc1ccc2nc(/N=C/c3nc(-c4ccccc4)oc3O)sc2c1 has -4
# Under Myeloid diff MLP GFP+ MAC1+ %, COc1ccc(/C=C2\SC(=S)N(CC(=O)NNC(=O)c3ccncc3)C2=O)cc1 has 0.1
# Under WT yeast gro inh, N#CC12CCCCC1CC1CCCCC1(C#N)N2CCO (stereo unspecified) has 2

# More entries:
item	compound	Siah-1 displacement	Myeloid diff MLP	human PMI inhibitors	XIAP displacement	WT yeast gro inh	TNAP activators	WT yeast gro inh mutant strain	human PMI inhibition	Myeloid diff MLP GFP+ MAC1+ %	PhoP inhibition	RSV CPE inhibition
11	CC(=O)Nc1ccc(S(=O)(=O)NCc2csc(C)n2)cc1	10%	i	-13%	-2.2%	-15	1.1	12	-11%	1.1	1%	3.1%
12	Cc1ccc(-c2c(NCCc3ccccc3)c(=O)c2=O)cc1	33%	i	·	·	·	·	·	·	0.7	-5%	0.3%
13	CC(C)CC(=O)/C=C/n1c(=S)oc2ccccc21	6%	i	-8%	-2.4%	5	0.9	2	-3%	2.6	18%	-1.6%
14	CCC(O)c1cc2c(cc1NC(=O)c1ccc(C)cc1)OCCO2 (stereo unspecified)	3%	i	10%	-5.3%	-16	1.1	2	16%	0.2	-11%	1.0%
15	COc1ccc(OC)c(C(Nc2ccccc2)P(=O)(OC(C)C)OC(C)C)c1 (stereo unspecified)	1%	i	·	·	·	·	·	·	0.8	1%	-0.1%
16	CCOc1ccc(-c2nnn(CC(=O)NCc3ccco3)n2)cc1OCC	7%	i	2%	-6.6%	-13	1.1	0	0%	1.0	1%	0.7%
17	c1ccc2[nH]c(CSc3nc4ccccc4s3)nc2c1	-3%	i	10%	-4.1%	34	1.1	26	8%	0.7	-10%	·
18	CC1CC(C)CN(C(=O)Cn2ncc3c([nH]c4ccccc43)c2=O)C1 (stereo unspecified)	6%	i	·	·	·	·	·	·	0.4	1%	3.6%
19	C#CCOc1ccc(C2C(C#N)=C(N)Oc3cc(O)ccc32)cc1 (stereo unspecified)	6%	i	·	·	·	·	·	·	0.9	2%	1.5%
20	CCOc1ccc(-c2nnc3ccc(SCC(=O)N4CCCCC4)nn23)cc1	8%	i	8%	-0.9%	20	1.1	4	7%	2.1	·	1.7%

# Pulled by structure from the list above (five):
item	compound	Siah-1 displacement	Myeloid diff MLP	human PMI inhibitors	XIAP displacement	WT yeast gro inh	TNAP activators	WT yeast gro inh mutant strain	human PMI inhibition	Myeloid diff MLP GFP+ MAC1+ %	PhoP inhibition	RSV CPE inhibition
17	c1ccc2[nH]c(CSc3nc4ccccc4s3)nc2c1	-3%	i	10%	-4.1%	34	1.1	26	8%	0.7	-10%	·
18	CC1CC(C)CN(C(=O)Cn2ncc3c([nH]c4ccccc43)c2=O)C1 (stereo unspecified)	6%	i	·	·	·	·	·	·	0.4	1%	3.6%
13	CC(C)CC(=O)/C=C/n1c(=S)oc2ccccc21	6%	i	-8%	-2.4%	5	0.9	2	-3%	2.6	18%	-1.6%
19	C#CCOc1ccc(C2C(C#N)=C(N)Oc3cc(O)ccc32)cc1 (stereo unspecified)	6%	i	·	·	·	·	·	·	0.9	2%	1.5%
15	COc1ccc(OC)c(C(Nc2ccccc2)P(=O)(OC(C)C)OC(C)C)c1 (stereo unspecified)	1%	i	·	·	·	·	·	·	0.8	1%	-0.1%

# Back to the main list; the 4 compounds before the break are reprinted first.
item	compound	Siah-1 displacement	Myeloid diff MLP	human PMI inhibitors	XIAP displacement	WT yeast gro inh	TNAP activators	WT yeast gro inh mutant strain	human PMI inhibition	Myeloid diff MLP GFP+ MAC1+ %	PhoP inhibition	RSV CPE inhibition
17	c1ccc2[nH]c(CSc3nc4ccccc4s3)nc2c1	-3%	i	10%	-4.1%	34	1.1	26	8%	0.7	-10%	·
18	CC1CC(C)CN(C(=O)Cn2ncc3c([nH]c4ccccc43)c2=O)C1 (stereo unspecified)	6%	i	·	·	·	·	·	·	0.4	1%	3.6%
19	C#CCOc1ccc(C2C(C#N)=C(N)Oc3cc(O)ccc32)cc1 (stereo unspecified)	6%	i	·	·	·	·	·	·	0.9	2%	1.5%
20	CCOc1ccc(-c2nnc3ccc(SCC(=O)N4CCCCC4)nn23)cc1	8%	i	8%	-0.9%	20	1.1	4	7%	2.1	·	1.7%
21	O=C(CCCSc1nc2ccccc2s1)NC1=NCCS1	1%	i	2%	-7.7%	5	1	9	6%	1.1	-5%	5.9%
22	Cc1cccc(NC(=O)/C(=C/c2cccc([N+](=O)[O-])c2)NC(=O)c2cccs2)c1	2%	i	2%	-10%	-4	1	4	11%	0.4	4%	1.2%
23	COc1cc(C(=O)OC(C)C(=O)NCC2CCCCC2)cc(NC(=O)c2ccco2)c1OC (stereo unspecified)	0%	i	-6%	-4.4%	5	1.5	-5	3%	0.0	-6%	3.2%
24	N#CCCN(C1CCCCC1)S(=O)(=O)CCOc1ccccc1	-1%	i	-2%	-7.3%	-6	1	13	-4%	1.9	-4%	-0.4%
25	CC(=O)Cc1nsc(NC(=O)c2oc(-c3ccccc3Cl)cc2C)n1	8%	i	-3%	0.1%	19	1.2	-3	-4%	0.2	-6%	68%
26	Cc1noc(C)c1COC(=O)c1cc(F)c(F)cc1Cl	-1%	i	0%	-10%	31	1.2	0	-2%	0.8	-7%	1.0%
27	CCOC(=O)C=C1CCN(c2ncc(C(F)(F)F)cc2Cl)CC1	4%	i	12%	-1.5%	35	1.1	33	9%	0.9	-4%	-0.9%
28	COc1ccccc1OCCCOc1ccc(/C=C2\SC(=O)NC2=O)cc1OC	-2%	i	·	·	·	·	·	·	0.8	-7%	7.3%
29	CCN(CC)c1ccc(C(=O)N/N=C(\C)c2ccc(O)cc2)cc1	0%	i	-2%	-1.1%	-4	1	-4	5%	1.6	-14%	-1.4%
30	CCCOc1ccccc1Cn1c(=O)oc2ccc(C)cc21	-2%	i	10%	-1.8%	28	1.1	21	16%	1.3	2%	5.6%
31	O=C(c1ccc(-c2ccc(Cl)cc2Cl)o1)N1CCOCC1	-3%	i	8%	-3.0%	24	1	17	10%	0.2	-3%	4.9%
32	COc1cccc(C(=O)N2c3cc(C)ccc3OCC2C(C)(C)C)c1 (stereo unspecified)	-8%	i	·	·	·	·	·	·	0.6	0%	-0.1%
33	Cc1ccc(/C=N/n2c(C)nnc2C)s1	2%	i	0%	-2.9%	2	1.1	5	6%	2.0	7%	0.6%
34	Cc1cc(C(F)(F)F)n2nc(-c3cnn(C)c3C(F)(F)F)c(Cl)c2n1	2%	i	15%	-2.8%	7	1	10	12%	0.6	9%	22%
35	COc1cc(NC(=O)c2c(Cl)cnn2C)c(OC)cc1Cl	0%	i	0%	-3.1%	-2	1	2	7%	0.2	2%	15%
36	CSc1ccc(C2c3[nH]c4ccccc4c3CCN2C(=O)c2ccnn2C)cc1 (stereo unspecified)	5%	i	8%	-5.6%	13	1.2	7	10%	0.5	8%	11%
37	COc1ccc(OC)c(NC(=S)NN2CCOCC2)c1	-1%	i	7%	-1.0%	7	1.1	3	7%	3.3	1%	1.7%
38	CCOc1cccc2sc(N(CCCN(C)C)C(=O)Cc3ccccc3)nc12	-4%	i	-16%	-4.0%	2	1	10	-27%	0.3	0%	-1.1%
39	O=C1C=C(NCc2ccccc2)c2ccccc2C1=O	i	+	8%	-0.4%	11	0.9	-3	31%	1.4*	·	·
40	CC(=O)NS(=O)(=O)c1ccc(N=c2ssc3c2-c2ccc(C)cc2NC3(C)C)cc1	2%	i	6%	5.7%	5	1.1	-1	-8%	0.6	-8%	8.7%
41	CCCCNC(=O)CCn1nc(-c2ccc(Cl)cc2)ccc1=O	1%	i	·	·	·	·	·	·	0.5	1%	1.2%
42	CC(=O)NS(=O)(=O)c1cccnc1Nc1ccc(Cl)cc1	7%	i	-6%	-5.0%	-8	1.1	-8	0%	0.5	6%	3.2%
43	CCOc1cc(/C=C2\CCC/C(=C\c3cc(Cl)c(O)c(OCC)c3)C2=O)cc(Cl)c1O	-1%	+	34%	-1.8%	-24	0.5	-24	7%	0.7*	5%	-2.6%
44	Cc1ccc(C2C(C#N)=C(N)OC3=C2C(=O)CC(C)(C)C3)s1 (stereo unspecified)	0%	i	·	·	·	·	·	·	0.0	-3%	1.6%
45	CCCCN(CCCC)CCNC(=O)c1cn(CC)c2ccc(S(=O)(=O)N3CCCC3)cc2c1=O	1%	i	·	·	·	·	·	·	5.3	0%	0.6%
46	Cc1ccc(CN2CCN(/N=C/c3ccc(C)s3)CC2)c(C)c1	2%	i	-4%	-9.0%	22	1	7	-2%	1.2	-8%	3.4%
47	CCN(CC)CCCOc1ccc(C)cc1Br	-2%	i	-9%	-4.9%	-4	1.2	0	-6%	2.2	2%	0.8%
48	COCCOc1nc2c(c(=O)n(C)c(=O)n2C)n1CCc1ccccc1	-4%	i	0%	-6.1%	3	1.1	21	0%	0.8	9%	0.9%

# High-throughput results deposited in PubChem BioAssay by several laboratories.
